# Source: PubChem
# ALOX12 inh: Primary qHTS assay for inhibitors of human arachidonate 12S-lipoxygenase (ALOX12): Round 2; Polyunsaturated fatty acid lipoxygenase ALOX12 (Homo sapiens), P18054; purified 12hLO, xylenol orange hydroperoxide absorbance; Potency, µM (highest dose often 108 µM), for the others: at the top dose activity change, negative = inhibition, hits mostly inhibitors; 580,000 compounds, 1.1% hits; AID 1671190, 2021; active means well fitted inhibition curve with a large enough effect; inconclusive means small, poorly fitted or top-dose-only effect, or another doubt; inactive means no such curve, though single readings can be large or run the other way
# Target sequence (P18054 whole entry, looked up): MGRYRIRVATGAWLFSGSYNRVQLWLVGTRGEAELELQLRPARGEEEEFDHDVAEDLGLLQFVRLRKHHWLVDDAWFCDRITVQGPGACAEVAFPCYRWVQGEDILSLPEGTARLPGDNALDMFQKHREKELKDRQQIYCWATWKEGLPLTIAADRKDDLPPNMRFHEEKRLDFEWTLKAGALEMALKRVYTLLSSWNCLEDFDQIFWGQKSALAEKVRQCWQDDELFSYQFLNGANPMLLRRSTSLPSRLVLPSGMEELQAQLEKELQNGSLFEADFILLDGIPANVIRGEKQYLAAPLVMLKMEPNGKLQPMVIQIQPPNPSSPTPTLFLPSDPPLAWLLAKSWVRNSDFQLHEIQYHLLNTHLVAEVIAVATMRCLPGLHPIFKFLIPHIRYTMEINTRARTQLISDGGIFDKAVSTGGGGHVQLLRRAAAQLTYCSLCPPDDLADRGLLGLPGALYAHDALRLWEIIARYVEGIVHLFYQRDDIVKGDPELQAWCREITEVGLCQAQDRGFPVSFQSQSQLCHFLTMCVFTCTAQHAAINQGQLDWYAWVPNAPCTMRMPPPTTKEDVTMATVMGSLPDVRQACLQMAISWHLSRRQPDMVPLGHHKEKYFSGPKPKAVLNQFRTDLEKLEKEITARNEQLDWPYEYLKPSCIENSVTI
#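 Purified human 12hLO at 150 nM in 25 mM Hepes, 0.01% Triton X-100, pH 7.0, preincubated 15 min at room temperature with compound. Reaction started with 40 uM arachidonic acid, 30 min at room temperature. Hydroperoxide measured by Fe-xylenol orange, 573/405 nm absorbance ratio.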
# * hit, by the source's call; ? = inconclusive; [ ] = dose if it differs, or a comment. On the % scale 0 is the no-effect control and ±100 the full control effect; potency means the concentration at half of the fitted maximal effect. A portion of the library; count on the stated rates, not on these rows.
SMILES,ALOX12 inh
CCCNC(=O)COC(=O)c1csc(NCc2ccccc2)n1,?
CCc1nc2ccc(C(=O)NCCN3CCNC3=O)cn2c1N(CCC(C)C)CCN(C)C,5%
Cc1cc(F)cc(CN2CCOc3cc([S+](=O)([O-])N(C)C)ccc3C2)c1,-6%[176 µM]
CN(CC(=O)C(C#N)c1ccccc1)C1CCCCC1 (stereo not drawn),-23%
COc1cccc(S(=O)(=O)N2[C@@H]3CC[C@H]2CC(NC(=O)c2ccc(F)cc2)C3)c1 (stereo partly drawn),27%
CCOC(=O)c1cnc(Nc2ccc(C)c(C)c2)c2ccccc12,7%
COCCN1C(=O)c2cccn2CC1CNC(=O)CCc1nc2ccccc2s1 (stereo not drawn),13%
Cc1noc(C)c1-c1ccc(C(=O)Nc2ccc(C(C)C)cc2)c2occc12,-2%
COc1ccc(-c2cc(N3CCC(NC(=O)c4cccc(C)c4)C3)n[nH]2)cc1 (stereo not drawn),-5%
O=C(c1ccc(Cn2cc(Cl)cn2)cc1)N1CCN(Cc2cccc(C(F)(F)F)c2)CC1,?
Cc1cc(C(=O)N2CCC3(CCCN(CC4CCC4)C3=O)C2)nc(C)n1 (stereo not drawn),13%
CC(C)Nc1ncnc2c1ncn2[C@H]1CN(Cc2ccc(F)cc2)C[C@@H](CO)O1,-17%
COCCN1C[C@H]2CN(C(=O)C3CC3)CCN2C1=O,35%[176 µM]
Cc1cccc(CNC(=O)C2Cn3cccc3C(=O)N2Cc2ccccc2)c1 (stereo not drawn),19%
CN1C(C(=O)NCc2ccc(F)cc2)=C(c2ccccc2)c2cc(Cl)ccc2S1(=O)=O,-1%
Cc1ccc(NC(=S)NCCO)cc1,?
CCCn1nc(C(=O)Nc2ccc(C(C)(C)C)cc2)c2ccccc2c1=O,-3%
CCCCn1nc(C(=O)N2CCSCC2)c2ccccc2c1=O,44%
Cc1ccc(NC(=O)N2CCC(N(C(=O)C3CC3)C3CCOCC3)CC2)c(C)c1,21%
CC(C)N1CCC(Nc2nc(-c3cccs3)nc3ccccc23)CC1,32%

# Another view of some results above:
SMILES | ALOX12 inh
COCCN1C[C@H]2CN(C(=O)C3CC3)CCN2C1=O | 35%[176 µM]
Cc1cccc(CNC(=O)C2Cn3cccc3C(=O)N2Cc2ccccc2)c1 (stereo not drawn) | 19%

# Continuation:
SMILES,ALOX12 inh
CN(C)CCNC(=O)c1cc2n(n1)CCCN(C(=O)[C@@H]1CCCN1)C2,?
O=C(N[C@H](CO)c1ccccc1)[C@H]1O[C@@H](n2ccc(=O)[nH]c2=O)[C@H](O)[C@@H]1O,-19%
O=C(NCc1nnc2n1C(C(=O)NCc1ccncc1)CC2)c1ccccc1 (stereo not drawn),5%[6.33 µM]
Cc1ccc(Nc2nc(C(=O)OCC(=O)c3ccccc3)cs2)cc1,-25%
C[C@@H](N)C(=O)N1CCOc2c(O)cc(-c3ncc(C(F)(F)F)cc3Cl)cc2C1,16%
Cc1cccc(NC(=O)C(C)Sc2ncnc3sccc23)c1 (stereo not drawn),3%
Cc1ccsc1CN1CCCCCCN(C)C(=O)[C@@H]2CCC[C@@H]21,182%[activator]
COc1cccc(OCc2cc(C(=O)N(C)CC(O)CO)n[nH]2)c1 (stereo not drawn),-9%
COc1ccccc1-c1c(C)oc2cc(OC(=O)c3ccccc3)ccc2c1=O,3%
O=C(Nc1ccc(S(=O)(=O)Nc2ncccn2)cc1)c1ccc(Br)cc1,-1%
O=C(NCC12CC3CC(CC(C3)C1)C2)c1ccc(Cl)c([N+](=O)[O-])c1,-4%
OC[C@H]1O[C@@H](c2nc(-c3ccc4c(c3)CCO4)no2)[C@H](O)[C@@H](O)[C@H]1O,?
COc1ccc(C)cc1CN(C)Cc1ccc(C#N)cc1,5%
O=C(Nc1ccc(C(F)(F)Cl)oc1=O)c1ccccc1,?
CCOc1ccc(CCN2C(=S)N([C@@H](CC(C)C)CN3CCC[C@@H]3CN3C(=S)NC[C@@H]3Cc3ccc(O)cc3)C[C@@H]2CC(C)C)cc1,?
COc1ccc(Cc2nnc(Nc3ccc4ccccc4c3)[nH]c2=O)cc1OC,?
O=C1CS(=O)C2(CCN(S(=O)(=O)c3ccccc3)CC2)N1CC1CC1 (stereo not drawn),26%
Cc1ccc(C)n1C1C(=O)N(Cc2ccc(C(C)C)cc2)c2c(F)cccc21 (stereo not drawn),32µM*
O=C(c1cccs1)N1CCC(c2n[nH]c(=O)n2Cc2ccc(F)cc2)CC1,-20%
O=C(O)CCC1CCC(c2cc(F)ccc2F)(S(=O)(=O)c2ccc(Cl)cc2)CC1 (stereo not drawn),-8%[57.4 µM]
COc1ccc(CNC(=O)Nc2nc(C(N)Cc3ccc(F)cc3)cs2)cc1 (stereo not drawn),-11%
Cc1nn2c(c1-c1ccccc1N1CCCC1)N(C(=O)c1ccc(Oc3ccccc3)cc1)CCC2,-17%
O=C(c1ccccc1F)N1CCC2(CC1)C(=O)NN=C2C1CC1,12%[176 µM]
COC(=O)C1=C(C)N(Cc2cccc(Cl)c2)C(=O)CC1c1ccccc1Cl (stereo not drawn),4%
Nc1nc(CCC(=O)N2CC[C@@H](NC(=O)c3cccnc3)[C@H](O)C2)cs1,15%
O=C(CSc1nnc(-c2cccnc2)o1)Nc1ccc(F)cc1,-12%
C/C(=N/NC(=O)C1CC1)c1ccc(C)cc1,?
O=C(O)c1ccccc1C(=O)NC[C@H]1Cn2c(-c3ccc(F)cc3)cnc2CO1,58%[activator][176 µM]
O=c1c2c(CO)c(-c3ccc(F)cc3)nn2ccn1Cc1cccc(F)c1,-9%
Cc1nc(CN2C(=O)OC3(CCN(C(=O)c4cccc(C#N)c4)CC3)C2(C)c2ccccc2)cs1 (stereo not drawn),19%

# Filtered by structure: the entries above containing a thiophene ring, fused or not
SMILES,ALOX12 inh
CC(C)N1CCC(Nc2nc(-c3cccs3)nc3ccccc23)CC1,32%
Cc1cccc(NC(=O)C(C)Sc2ncnc3sccc23)c1 (stereo not drawn),3%
Cc1ccsc1CN1CCCCCCN(C)C(=O)[C@@H]2CCC[C@@H]21,182%[activator]
O=C(c1cccs1)N1CCC(c2n[nH]c(=O)n2Cc2ccc(F)cc2)CC1,-20%

# Following part:
SMILES,ALOX12 inh
CCCNC(=O)C1(C)CCN(Cc2cc(C(F)(F)F)ccc2Cl)C1 (stereo not drawn),-6%
CC(Cc1c[nH]c2ccccc12)C(=O)Nc1ccc(F)cc1 (stereo not drawn),?
N#Cc1c(SCC(N)=O)nc2c(c1C(F)(F)F)CCCC2,-7%
Cc1ccccc1[S+](=O)([O-])N1CC2(CN(CCOc3ccccc3)C(=O)O2)C1,6%[176 µM]
COc1cc(N/C(=C\C(=O)c2ccccc2)c2ccccc2)ccc1Cl,-1%
CC1CCCCC1NC(=O)C(c1ccccc1)c1ccccc1 (stereo not drawn),-9%
COc1ccccc1C(=O)COC(=O)Cc1ccc(Cl)cc1Cl,?
C=CCC(NC(=O)N(C)C)(C(C)=O)C(=O)OC (stereo not drawn),25%
N#CC(C(=O)C1CCCCC1C(F)(F)F)c1ccc(C(F)(F)F)cn1 (stereo not drawn),10%
CCN1C(=O)C2(CCN(S(=O)(=O)c3cccc(C)c3)CC2)c2ccccc21,21%
O=C(NCCc1c[nH]c2ccccc12)[C@@H]1C[C@H]2C(=O)NCCCCCCN(C(=O)C3CC3)[C@H]2C1,24%
CNc1nc(Nc2ccc(C)c(C)c2)c2cnn(C)c2n1,6%
COc1ccc(NC(=O)CN2C(=O)NC3(CCC(C)CC3)C2=O)cc1 (stereo not drawn),-7%
O=S(=O)(NCCc1cn2ccccc2n1)c1ccccc1C(F)(F)F,?
CC1(C)CC(Cc2cccc(C(F)(F)F)c2)N(C(=O)OC(C)(C)C)C1 (stereo not drawn),-38%
CCc1ccc(N2CC(c3noc(-c4ccsc4)n3)CC2=O)cc1 (stereo not drawn),-4%
CCCCOCCCNC(=O)CCC(=O)NC1CCCCC1,16%
O=C1CCCCC(CNC(=O)c2cc(F)ccc2F)N1 (stereo not drawn),11%
CCC(=O)Nc1cccc(C(=O)N2CCN3C(=O)CN(C)C(=O)C3C2)c1 (stereo not drawn),70%[activator]
Cc1c(C(=O)NCc2ccc(Cl)c(Cl)c2)sc(=O)n1Cc1ccccc1F,-6%
Cc1cc(C)n(CCCNC(=O)c2cc(COc3ccc4sc(C)nc4c3)on2)n1,25%
O=C(Nc1ccc(Cl)cc1)C1CCN(c2cnc3ccccc3n2)CC1,?
CNC(=O)CSc1nc(C)nc2sc3c(c12)CCCC3,-11%
CN(Cc1c(F)cccc1Cl)S(=O)(=O)c1ccc2c(c1)CCC2,4%
O=C1C(N2CCN(S(=O)(=O)Cc3ccccc3Cl)CC2)CCN1Cc1cccnc1 (stereo not drawn),41%[activator]
COc1ccccc1CN(C)C(=O)CC1C(=O)NCCN1CC1CCCCC1 (stereo not drawn),30%[activator]
CCCc1cc(NCc2cccnc2)n2nc(C)c(-c3ccccc3)c2n1,6%
Cc1nn(C)c2nc(-c3ccccn3)nc(N3CCC(c4ccc(F)cc4)C3)c12 (stereo not drawn),41%[activator]
CC(C)(C)CC(=O)Nc1ccc([C@@H](O)[C@H]2COCC(=O)N2Cc2cccnc2)cc1,47%[activator][176 µM]
COc1ccc(NC(=O)O[C@@H]2CO[C@H]3[C@@H]2OC[C@@H]3NS(=O)(=O)c2ccc(Cl)cc2)cc1,?

# Records listed so far printed as active in ALOX12 inh.
SMILES,ALOX12 inh
Cc1ccc(C)n1C1C(=O)N(Cc2ccc(C(C)C)cc2)c2c(F)cccc21 (stereo not drawn),32µM*

# Additional entries.
SMILES,ALOX12 inh
O=C(CCC[C@@H]1[C@H]2CCCN3CCC[C@@H](CN1C(=O)c1cc(F)cc(F)c1)[C@@H]23)NCC1CC1,-2%
CCCc1ccccc1OCC(=O)c1ccc2c(c1)N(CC(=O)NCC1CC1)C(=O)CO2,42%[activator]
COc1cccc(CCC(=O)N2C[C@@H](CO)[C@H](c3ccccn3)C2)c1,-9%
O=C(c1ccccc1)N1C[C@@H](CO)[C@H](c2nc(-c3cccnc3)no2)C1,36%
O=C1c2ccccc2C(=Cc2cccs2)c2ccccc21,?
CN(CC(=O)Nc1c(F)cccc1F)Cc1ccccc1,-7%
Cc1ccc(NC(=O)Cc2nc(-c3cc(C)n(-c4cc(C)on4)c3C)cs2)cc1,-83%
Cc1nnc2n1C(C)CN(C(=O)CCSc1ccc3c(c1)OCCO3)C2 (stereo not drawn),19%
Cc1ccc(-c2ncc(C(=O)Nc3cccc(Br)c3)c(-c3ccncc3)n2)cc1,?
O=C(c1[nH]c(C(F)(F)F)nc1-c1ccccc1)N1CCN(c2cccc(C(F)(F)F)n2)CC1,0%

# 5 of the entries above in order of their number in ALOX12 inh, descending.
mol	ALOX12 inh
O=C(NCCc1c[nH]c2ccccc12)[C@@H]1C[C@H]2C(=O)NCCCCCCN(C(=O)C3CC3)[C@H]2C1	24%
Cc1cc(C(=O)N2CCC3(CCCN(CC4CCC4)C3=O)C2)nc(C)n1 (stereo not drawn)	13%
COC(=O)C1=C(C)N(Cc2cccc(Cl)c2)C(=O)CC1c1ccccc1Cl (stereo not drawn)	4%
O=C(CSc1nnc(-c2cccnc2)o1)Nc1ccc(F)cc1	-12%
Cc1ccc(NC(=O)Cc2nc(-c3cc(C)n(-c4cc(C)on4)c3C)cs2)cc1	-83%

# The listing continues.
SMILES,ALOX12 inh
O=C(Cn1cc(C(F)(F)F)ccc1=O)N1CCC2(CCCNC2=O)C1 (stereo not drawn),21%
O=C1CCCCCCCCCCCCCCCO1,4%[176 µM]
CN1CCCCCCN(C(=O)Cc2cccc(F)c2)[C@H]2CCC[C@H]2C1=O,10%
CC(C)n1c(=O)n(CCCO)c(=O)c2c3c(sc21)COC(C)(C)C3,-5%
CCCN1CCC(Nc2nc(-c3cccnc3)nc3ccccc23)CC1,-11%
CN(Cc1ccccc1)[C@@H]1[C@H](O)[C@H](CO)O[C@@H]1CNS(=O)(=O)c1cccs1,5%
O=C(C1CCCC1)N1CC2(CCCN(Cc3c[nH]c4ccccc34)C2)Cc2ccccc21 (stereo not drawn),?
COc1cccc(C(=O)Nc2ccc3oc(-c4cccc(Br)c4)nc3c2)c1,?
CN(c1cccnc1)c1ccc(NC(=O)Cc2c[nH]c3ccccc23)cc1-c1ccc(C(C)(C)C)cc1,?
Cc1ccc2c(=O)n3c(nc2c1)C(Cc1ccccc1)NC(=O)c1cccnc1-3 (stereo not drawn),?
Cc1c(Cl)cccc1NC(=O)N1CCN(C2=Nc3ccccc3Oc3ccccc32)CC1,8%
Cc1cc(OC(C)CCN2CCC(C(O)(c3ccccc3)c3ccccc3)CC2)ccc1Br (stereo not drawn),?
FC(F)(F)Oc1ccc(-c2cnc([C@@H]3COCCN3Cc3ncc[nH]3)[nH]2)cc1,75%[activator][176 µM]
CCc1nc(C#N)c(N2CCN(c3ccccc3)CC2)o1,-33%
N#CCCN(C(=S)Nc1ccc(SC(F)F)cc1)c1ccccc1,?
COc1cc2c(cc1OC)C(=O)C(Sc1nnc(-c3ccccc3F)o1)C2 (stereo not drawn),-29%
COC1C(=O)N(C2CCN(C(=O)c3cnc(C)cn3)CC2)C12CCOCC2 (stereo not drawn),53%[activator]
CC1(Cc2ccccc2C#N)C(=O)Nc2ccc(-c3ccccc3)cc21 (stereo not drawn),-1%
Fc1ccc(-c2cnc3n2C[C@H](CNCc2ccccn2)OC3)cc1,109%[activator][176 µM]
O=C(CCc1ccsc1)N(Cc1ccco1)C1CC1,16µM*
Nc1nc(N2CCOCC2)nc2c1C(C(=O)Nc1ccc(Cl)c(Cl)c1)CC(=O)N2 (stereo not drawn),?
